GDH-TPI counter – GDH-TPI coupling enzyme inhibitors, primary screen, artefact control for M. tuberculosis FBA inhibitor project, biochemical, absorbance, full deck; AID 588335, 2011; inhibition, % at 4.8 µM; 360,000 tested, 1.2% active; GDH-TPI coupled enzyme counterscreen, NADH absorbance; in the data active means inhibition above about 30%;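 further: 0% = DMSO wells and 100% = wells lacking the enzyme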
Mtb UGM inh – M. tuberculosis UGM enzyme inhibitors, primary screen, biochemical, fluorescence polarization, single point | purified UGM, fluorescence polarization probe displacement | inhibition, % at 10 µM | 320,000 tested, 0.06% active | AID 504406, 2011; in the data active means inhibition above about 10%, passing the limit was not always enough
Target sequence (P9WIQ1 whole entry, looked up): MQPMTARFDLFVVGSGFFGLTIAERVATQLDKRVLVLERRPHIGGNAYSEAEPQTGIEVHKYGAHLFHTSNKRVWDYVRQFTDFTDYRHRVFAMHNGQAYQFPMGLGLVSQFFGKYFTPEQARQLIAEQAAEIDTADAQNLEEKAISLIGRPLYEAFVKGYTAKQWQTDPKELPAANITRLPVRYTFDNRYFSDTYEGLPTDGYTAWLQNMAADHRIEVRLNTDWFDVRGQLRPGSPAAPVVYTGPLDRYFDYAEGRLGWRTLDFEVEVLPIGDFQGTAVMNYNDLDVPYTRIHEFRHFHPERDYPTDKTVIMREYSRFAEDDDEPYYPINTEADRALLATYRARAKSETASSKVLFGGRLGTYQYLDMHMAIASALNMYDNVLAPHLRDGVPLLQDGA
BioA inh – M. tuberculosis BioA enzyme inhibitors, primary screen, biochemical, plate reader, single point, HTS; inhibition, % at 9.99 µM; purified M. tuberculosis BioA enzyme; 360,000 tested, 0.096% active; in the data active means inhibition above about 40%
TcdB GH inh – TcdB glycohydrolase inhibitors, primary screen, biochemical, single point, plate reader | Toxin B (Clostridioides difficile), P18177 | TcdB glycohydrolase enzymatic assay | inhibition, % at 9.99 µM | 350,000 tested, 0.24% active; in the data active means inhibition above about 10%
PfHsp40 rescue – rescue of yeast from PfHsp40 toxicity, primary screen, S. cerevisiae, ATP luminescence; AID 504582, 2011; 340,000 tested, 0.68% active; S. cerevisiae expressing PfHsp40, growth rescue; growth rescue, % at 12.5 µM; in the data active means growth rescue above about 28%, passing the limit was not always enough;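 further: yeast W303a lacking pdr1 and pdr3 grown in galactose medium; growth measured after three days at 30 °C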
FadD28 FP inh – inhibitors of FadD28 bisubstrate probe binding, primary screen, biochemical, fluorescence polarization, single point. Mycobacterium tuberculosis FadD28 fatty-acid-AMP ligase. inhibition, % at 12.5 µM. 360,000 tested, 0.22% active. AID 588549, 2011; in the data active means inhibition above about 8.5%, passing the limit was not always enough
BH1578 lux ind – inducers of Vibrio cholerae quorum light production without autoinducers, primary screen, BH1578 luxS cqsA deficient, single point. activation, % at 18.7 µM. AID 588436, 2011. V. cholerae BH1578 lux reporter, luminescence, 6 h. 350,000 tested, 0.16% active; in the data active means activation mostly above about 9.7%, no sharp cut-off; further: not every result past the cut was called active; inactives centre near 0; reference of the scale not given here
Y pestis TopoI – Yersinia pestis topoisomerase I inhibitors, primary screen, biochemical, cleavage product accumulation, plate reader, single point. DNA topoisomerase I (Yersinia pestis CO92). Y. pestis Topo-I cleavage product accumulation. activity, % at 10 µM. 360,000 tested, 0.064% active. AID 504884, 2011; in the data active means activity above about 50%, passing the limit was not always enough; further: inactives centre near 2
Mtb FBA inh – Mtb FBA enzyme inhibitors, primary screen, biochemical, fluorescence, strain H37Rv | Fructose-bisphosphate aldolase (Mycobacterium tuberculosis (strain ATCC 25618 / H37Rv)), … | inhibition, % at 1 µM | 360,000 tested, 2.3% active | purified M. tuberculosis FBA, fluorescence read-out; in the data active means inhibition above about 27%;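 further: 0% = vehicle and 100% = reference inhibitor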
Target sequence (P9WQA3 whole entry, looked up): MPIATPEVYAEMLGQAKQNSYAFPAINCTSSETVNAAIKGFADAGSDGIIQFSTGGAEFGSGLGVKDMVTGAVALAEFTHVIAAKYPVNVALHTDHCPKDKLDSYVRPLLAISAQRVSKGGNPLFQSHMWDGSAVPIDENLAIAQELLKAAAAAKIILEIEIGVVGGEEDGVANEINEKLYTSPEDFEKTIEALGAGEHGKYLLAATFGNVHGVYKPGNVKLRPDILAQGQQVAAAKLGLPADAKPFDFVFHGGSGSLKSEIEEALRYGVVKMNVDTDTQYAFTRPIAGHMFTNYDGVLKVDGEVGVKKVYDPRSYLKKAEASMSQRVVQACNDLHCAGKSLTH
Numbers without * were called inactive; i = inactive; / = no result given.

Structure,Mtb UGM inh,Y pestis TopoI,FadD28 FP inh,PfHsp40 rescue,TcdB GH inh,GDH-TPI counter,BH1578 lux ind,BioA inh,Mtb FBA inh
O=S(=O)(c1ccc(Cl)c(NC(=S)N/N=C/c2c(F)cccc2F)c1)N1CCOCC1,-1.2,-2,0.8,1.2,0.2,11,1.2,/,2
Cc1cc(C(=O)CSc2nc3ccc(Cl)cc3[nH]2)c(C)n1CC1CCCO1 (stereo not drawn),0.0,5,-6.0,0.4,/,-6,i,/,-1
CC(NC(=O)COC(=O)Cn1cnc2ccccc2c1=O)C1CC2CCC1C2 (stereo not drawn),0.0,3,1.0,0.0,/,3,i,/,3
Cc1ccccc1NC(=O)COC(=O)c1ccc(CSc2ccc(Cl)cc2)cc1,/,-6,-3.8,1.4,-0.7,-8,-0.4,-1.3,-1
CC1CCN(C(=S)NC(=O)c2cccc([N+](=O)[O-])c2)CC1,-1.9,1,0.9,-1.0,-1.4,2,-0.1,0.4,2
Cc1ccc(OCc2ccc(C#N)cc2)c(C(=O)c2cc(C#N)c(=O)n(C3CC3)c2)c1,-0.7,0,-1.7,-0.8,-0.8,7,-0.3,/,4
Cc1ccc(C)c(N2CCN(C(=O)CCn3c(=S)[nH]c4cc5c(cc4c3=O)OCO5)CC2)c1,-0.7,20,-4.1,22,/,0,/,-0.5,-1
C[C@@H](NC(=O)Cn1cnc2c(OCc3ccccc3)ncnc21)c1cccc2ccccc12,-6.0,27,-2.4,0.5,0.5,-7,-1.5,-1.5,3
Cc1noc(C)c1COC(=O)Cc1ccc(Br)cc1,1.4,-4,-1.2,0.6,-0.8,2,-0.2,/,3
O=C(NNC(=S)NCc1ccco1)c1ccc(S(=O)(=O)N2CCOCC2)cc1,0.4,8,2.1,-1.7,8.8,11,i,/,-2
Cc1ccc2nc(NC(=O)/C=C/c3ccc4c(c3)OCO4)sc2c1,-3.7,1,-0.3,0.2,/,4,-1.7,-0.6,3
CCN(CC)C(=O)C1=C(C)N(CCCN2CCCC2=O)C(=O)C(CC(=O)NC(c2ccccc2)c2ccccc2)C1 (stereo not drawn),/,5,-55,/,1.3,13,-0.7,-0.1,-2
Cn1cc(Br)c(-c2cccc(NC(=O)CCC(=O)O)c2)n1,-0.5,11,-1.0,-2.1,1.0,-5,-0.8,/,0
O=c1[nH]c(CSc2nnc(-c3ccccc3)n2-c2ccccc2)nc2ccccc12,3.2,-3,-2.0,-0.3,9.1,6,i,/,0
O=C(Nc1ccc(Cl)cc1)OCCN1CCOCC1,/,1,-3.0,-0.6,0.7,0,1.0,-0.4,2
O/N=C(\Cc1cscn1)c1ccc(O)cc1O,2.7,10,0.6,-0.3,8.0,10,-3.2,/,0
COc1ccc(C(=O)OCC(=O)Nc2ccc(F)c(F)c2F)cc1OC,-3.4,5,1.7,-0.6,/,0,0.0,0.0,5
COc1cc(OC)cc(C(=O)NC(C(=O)NCc2ccccn2)C(C)C)c1 (stereo not drawn),-1.5,4,-1.6,-0.5,0.6,-5,1.3,-1.2,4
COc1ccc(S(=O)(=O)N2CCC3(CC2)OCCN3S(=O)(=O)c2ccc(OC)cc2)cc1,-0.3,28,0.3,0.3,3.1,2,i,0.5,-2
COCCNC(=O)CN(C(=O)Cn1nnc2ccccc21)c1ccc(C)cc1,-0.3,0,-4.1,-0.6,1.3,5,-0.2,/,-5
COc1ccc(C(C)(NC(C)=O)c2nc(-c3cc(F)cc(F)c3)cs2)cc1 (stereo not drawn),/,4,-6.7,/,2.2,-10,i,0.2,-1
CN(C)c1nc(N)nc(CSc2nnnn2C)n1,-1.7,1,-2.4,0.5,/,10,0.5,7.8,1
COC(=O)c1ccsc1NC(=O)CN1CCN(Cc2ccc3c(c2)OCO3)CC1,-1.2,11,-1.3,0.5,/,6,i,1.1,2
CC(C)c1ccc(NC2CCCN(C(=O)c3cnsn3)C2)cc1 (stereo not drawn),-1.8,12,-3.2,0.8,1.8,-5,i,1.6,-1
COc1cccc(C(=O)N2CCN(Cc3cc(Br)ccc3OC)CC2)c1,2.9,24,-2.9,1.5,/,0,-6.2,-0.7,0
Cc1cccc(Nc2ccc([N+](=O)[O-])cc2C(=O)O)c1,/,-3,-2.7,-1.8,-7.9,-2,i,/,-7
CN1CCc2c(sc3c2C(=O)NC(/C=C/c2ccco2)N3)C1 (stereo not drawn),4.4,-1,-1.4,-0.5,1.5,37*,-0.7,-3.6,0
O=C(N/N=C/c1cccnc1)c1cccc(NC(=O)c2ccccc2Cl)c1,1.4,-14,-3.6,-1.4,0.1,3,-0.3,8.0,-2
Cc1ccc(C)c(NC(=O)CSc2nnc(-c3ccco3)o2)c1,-0.5,-8,-3.8,-0.8,/,6,i,0.3,1
COc1cc2c(O)cc(C(=O)O)c(-c3cc(OC)c(OC)c(OC)c3)c2cc1OC,/,-1,-1.6,0.1,-12,13,i,-0.8,5
CCC(CC)C(=O)c1c[nH]c(C(=O)NCc2ccco2)c1,1.5,12,-0.3,0.1,/,12,-0.3,1.2,1
Cc1ccc(C)c(Cn2c(=O)n(CCC(=O)NCc3ccco3)c(=O)c3sccc32)c1,-0.6,0,-3.4,-1.6,/,2,-0.4,/,-7
COCC(=O)N1CCC(Oc2ccc(C(=O)N(C)Cc3nccs3)cc2)CC1,-1.0,4,-2.1,0.6,0.2,-2,-3.2,-1.8,0
CC(C(=O)Nc1ccc(Cl)cc1)c1ncc(C(F)(F)F)cc1Cl (stereo not drawn),0.1,1,-5.7,1.2,0.6,-11,-0.4,-1.1,-1
Cc1cccc(NC(=O)CC2S/C(=N/c3nccs3)N(C)C2=O)c1 (stereo not drawn),1.3,5,-1.9,-1.3,/,13,0.7,0.6,2
O=C(c1ccc(Cn2cc(Cl)cn2)o1)N1CCN(Cc2ccc3c(c2)OCO3)CC1,0.3,16,-2.0,-1.7,/,11,i,0.7,8

Complete entries, quoted from the list. Order of values: Mtb UGM inh	Y pestis TopoI	FadD28 FP inh	PfHsp40 rescue	TcdB GH inh	GDH-TPI counter	BH1578 lux ind	BioA inh	Mtb FBA inh
Cc1cccc(NC(=O)CC2S/C(=N/c3nccs3)N(C)C2=O)c1 (stereo not drawn) reads 1.3	5	-1.9	-1.3	/	13	0.7	0.6	2
CC(C(=O)Nc1ccc(Cl)cc1)c1ncc(C(F)(F)F)cc1Cl (stereo not drawn) reads 0.1	1	-5.7	1.2	0.6	-11	-0.4	-1.1	-1

Among those listed so far, these contain a nitro group on carbon:
Structure,Mtb UGM inh,Y pestis TopoI,FadD28 FP inh,PfHsp40 rescue,TcdB GH inh,GDH-TPI counter,BH1578 lux ind,BioA inh,Mtb FBA inh
CC1CCN(C(=S)NC(=O)c2cccc([N+](=O)[O-])c2)CC1,-1.9,1,0.9,-1.0,-1.4,2,-0.1,0.4,2
Cc1cccc(Nc2ccc([N+](=O)[O-])cc2C(=O)O)c1,/,-3,-2.7,-1.8,-7.9,-2,i,/,-7

The listing continues.
Structure,Mtb UGM inh,Y pestis TopoI,FadD28 FP inh,PfHsp40 rescue,TcdB GH inh,GDH-TPI counter,BH1578 lux ind,BioA inh,Mtb FBA inh
Cc1cc(OCC(=O)NCc2ccc(S(N)(=O)=O)cc2)c2c3c(c(=O)oc2c1)CCC3,3.2,1,-1.7,-0.4,0.4,24,-11,-0.2,40*
CCN(CC)CCCC(C)NC(=O)c1ccc(C(F)(F)F)cc1 (stereo not drawn),-2.0,2,-3.1,0.0,0.3,4,-0.3,/,2
Cc1c(C(=O)NCc2ccc(F)cc2)sc(=O)n1Cc1ccc(Cl)c(Cl)c1,/,15,-8.8,/,0.8,4,-0.5,1.0,1
CCCOC(=O)N[C@@H]1C(=O)N2C(C(=O)OCCC)=C(C)CS[C@H]12,2.4,2,-1.0,-0.4,1.0,-1,i,0.5,0
O=C(C[C@H]1C/C=C\C[C@@H](Cc2ccc(F)cc2)C(=O)O[C@H](c2ccccc2)CNC1=O)N[C@@H](CO)Cc1ccccc1,-0.8,6,-2.1,-0.5,/,-4,-0.4,-0.9,2
O=C(COc1ccc2ccccc2c1)Nc1ccncc1,3.6,-1,-8.8,-0.3,1.3,-4,-0.3,/,-7
Cc1ccc(NC(=O)C2(C)CCN2C(C)C)cc1C (stereo not drawn),/,-11,-0.5,/,-1.0,14,0.5,-1.3,1
CN1CCN(C(=O)C2CCN(S(=O)(=O)c3ccc(F)cc3)CC2)CC1,-2.7,6,-3.4,-0.9,-0.4,13,-1.5,-0.6,0
Cn1c(Cn2c(=O)sc3ccccc32)nnc1SCC(=O)Nc1ccc(F)cc1,-1.0,-1,0.4,-1.4,1.3,-5,-0.4,-2.4,3
CC[n+]1c(/C=C(\C)SC)sc2ccccc21,-1.3,-9,-0.2,1.2,4.9,13,i,-7.3,2
Cc1ccc(C(=O)Nc2cccnc2)cc1C,/,2,-0.4,/,1.2,7,i,26,1
CCOC(=O)C1(C)CCN1C(=O)c1cc2ccccc2s1 (stereo not drawn),/,6,-5.1,/,0.1,-9,i,1.5,-2
Cc1ccc(C(=O)NC2CCc3ccccc3C2=O)cc1 (stereo not drawn),0.0,13,0.3,-0.2,-0.4,-2,-0.6,-0.4,2
O=C1Nc2c(Br)cc(Br)c3cccc1c23,1.7,4,-4.1,-1.4,0.7,-5,0.0,/,3
Cc1cc(C)n(-c2ccc(C(=O)N3CCC(CO)(Cc4ccccc4)CC3)cc2)n1,-0.7,34,-2.9,1.9,-0.8,-8,i,/,-2
COc1ccccc1NC(=O)CSc1nnc2ccccn12,/,2,/,-0.4,-0.2,5,i,-1.8,5
Cc1c(Cl)cccc1NC(=S)NC(=O)CCN1C(=O)c2ccccc2C1=O,-0.8,0,0.3,-1.2,-1.1,0,-1.1,-3.0,0
CCCCn1c(N)c(N(CC(C)C)C(=O)CSC(C)C(=O)Nc2cc(C)on2)c(=O)[nH]c1=O (stereo not drawn),0.9,-3,-3.4,/,1.1,1,i,/,-1
CC(=O)c1c(C)[nH]c(C(=O)COc2cc(C)ccc2C(C)C)c1C,-0.9,34,0.1,-0.6,/,7,-0.6,0.1,-3
COc1ccccc1NC(=O)Cc1nc(=O)[nH]c(=O)[nH]1,/,0,-0.7,/,-0.6,-2,i,-0.9,2
CCOC(=O)c1c(NC(=S)Nc2ccccc2)sc2c1CC(C)(C)SC2,1.1,-13,-1.1,0.6,0.0,11,i,/,-3
Cc1ccc(S(=O)(=O)/N=C(\c2ccccc2)N(C)S(=O)(=O)c2ccc(C)cc2)cc1,-2.6,0,-2.3,0.9,/,-7,i,-0.7,3
O=c1c2cnn(-c3ccccc3Cl)c2ncn1Cc1cccnc1,0.3,5,0.8,0.4,1.4,19,-0.4,4.7,0
CC(=O)c1sc2nsc(SCCN3CCCCC3)c2c1N,-2.6,0,0.0,-0.1,1.1,6,0.6,0.5,-1
CC(=O)c1ccccc1OCCOc1ncnc2sccc12,0.3,2,-3.1,-0.4,0.0,-3,i,/,2
NC(Cc1ccc(F)cc1)c1csc(Nc2ncccn2)n1 (stereo not drawn),/,-3,-1.8,/,1.1,1,0.7,-0.3,1
O=C(Nc1ccccc1)c1cccc(NC(=O)c2ccco2)c1,2.4,-5,-4.4,0.8,1.4,12,i,0.3,-3
Cc1cc(C)c2nc(SCC#N)cc(C)c2c1,0.3,15,-2.7,-1.2,/,9,-7.7,-0.8,-9
COC(=O)C1=C(c2cc3ccccc3s2)C[C@@H]2CC[C@H]1N2C(=O)NCCS(C)=O (stereo partly drawn),0.2,6,-2.9,0.5,1.4,4,i,1.6,4
